Source: PubChem
GlmU inhibition – inhibition of mycobacterial GlmU enzyme – biochemical, glucosamine-1-phosphate acetyltransferase (AID 1376). M. tuberculosis GlmU acetyltransferase enzyme assay; higher % means a stronger effect. 220,000 tested, 0.25% active. inhibition, %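 (tested at 30 µM in the primary screen)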; hits with a dose series show IC50 in µM; in the data active means inhibition above about 13%;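 further: 0% = complete reaction with vehicle and 100% = reaction without substrate; strong numbers were not always called active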
Mtb RmlCD inh – M. tuberculosis RmlC/RmlD inhibition; AID 1533; inhibition, % at 3.6 µM; 160,000 tested, 0.03% active; RmlC+RmlD coupled enzyme assay, percent inhibition; primary screen in compound mixtures; P9WH09+P9WH11; in the data active means inhibition mostly above about 34%, no sharp cut-off; further: some results filed as inactive read as strong as hits
Target sequence (P9WH09 whole entry, looked up): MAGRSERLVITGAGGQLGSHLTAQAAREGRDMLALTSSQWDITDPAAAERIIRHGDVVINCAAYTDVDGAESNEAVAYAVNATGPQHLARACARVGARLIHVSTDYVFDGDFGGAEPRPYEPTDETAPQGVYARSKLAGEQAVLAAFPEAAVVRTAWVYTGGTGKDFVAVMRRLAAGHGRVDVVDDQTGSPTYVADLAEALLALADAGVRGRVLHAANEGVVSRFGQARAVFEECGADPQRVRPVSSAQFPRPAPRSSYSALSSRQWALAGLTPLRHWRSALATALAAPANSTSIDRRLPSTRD
Target sequence (P9WH11 whole entry, looked up): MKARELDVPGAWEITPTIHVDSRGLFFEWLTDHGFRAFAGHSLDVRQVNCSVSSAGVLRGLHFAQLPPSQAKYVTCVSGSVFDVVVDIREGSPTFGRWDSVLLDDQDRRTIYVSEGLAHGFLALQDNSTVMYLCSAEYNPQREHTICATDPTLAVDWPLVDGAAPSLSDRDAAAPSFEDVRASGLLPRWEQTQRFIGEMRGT
The depositor's hits bear a star; nt = no result given.

Every second line gives: GlmU inhibition | Mtb RmlCD inh
> CCOC(=O)c1ccc(N2Cc3ccccc3C2=NC(=O)c2ccncc2)cc1
 : 2.1% | 1.4
> COc1ccc(-n2c(SCC(=O)OC(C)C)nnc2-c2ccccn2)cc1
 : -2.2% | 9.3
> NC(=O)c1nsc(C(=O)N(CC(=O)NCc2ccco2)c2ccccc2F)c1N
 : -3.7% | nt
> COc1ccc(S(=O)(=O)NCCc2c(C)nn(C)c2Oc2ccccc2)cc1
 : 3.3% | nt
> Cn1nc2c(c1C(=O)N1CCCC(C(=O)c3cc(F)ccc3F)C1)CCCC2 (stereo unspecified)
 : -0.4% | -1.6
> COC(=O)c1ccc(N2C(=O)c3ccc(OC)c(OC)c3C2=O)cc1
 : -3.1% | nt
> CCn1c(C(=O)O)c(CC(=O)NC2CCCCCC2)c2ccccc21
 : 8.8% | -11.2
> COc1ccc(-c2cc(C(=O)OCC(=O)Nc3cc(C)on3)c3ccccc3n2)cc1OC
 : -1.6% | 6.3
> CCOC(=O)c1[nH]c2ccc(Cl)cc2c1-c1ccccc1
 : 3.2% | nt
> Cn1c(=O)[nH]c(NC2CCCCC2)c(N=O)c1=O
 : -2.7% | 4.2
> C=CCOc1c(CNc2nccs2)cccc1OCC
 : 4.5% | -7.0
> COc1ccc(S(=O)(=O)N(C)c2ccc(OCC(=O)Nc3cc(C)on3)cc2)cc1
 : 4.5% | -6.4
> CC(C)CC1CCCCC1OC(=O)CN1CCCCC1 (stereo unspecified)
 : 1.6% | 1.5
> CC(C)(C)C(=O)Nc1ccccc1C(=O)Nc1ccncc1
 : -0.2% | nt
> CN(C)c1ccc(/C=N/NC(=O)CNC(=O)c2ccco2)cc1
 : 1.9% | 1.6
> CC(C)Oc1ccc(-c2nn(-c3ccccc3)cc2/C=c2\sc3ncnn3c2=O)cc1
 : nt | 3.8
> O=C(NN1CCOCC1)c1cn(-c2ccccc2)nc1-c1cccs1
 : 0.9% | nt
> O=S(=O)(Nc1ccc2nc(-c3ccc(Br)o3)[nH]c2c1)c1ccccc1
 : 0.7% | nt
> CCC(CC)NC(=O)c1cccc(NC(=O)C(C)C)c1
 : -3.3% | 6.7
> Cn1c(=O)c2c(nc(N3CCN(c4ccccc4)CC3)n2CCCc2ccccc2)n(C)c1=O
 : 3.4% | -5.2
> COc1ccccc1-c1nc2ccccc2nc1-c1ccccc1
 : 0.2% | 4.2
> COc1ccc(CNC(=O)Nc2ccc3c(c2)N(C)C(=O)CS3)cc1
 : -4.3% | 11.3
> COc1ccc(C2CC(c3cccs3)=NN2c2ccccc2)cc1 (stereo unspecified)
 : -2.9% | -14.5
> Nc1nonc1C(=O)OCC(=O)N1CCOCC1
 : 1.8% | 1.1
> Cc1cc(=O)oc2cc(NS(=O)(=O)c3ccc(F)cc3)ccc12
 : 5.1% | nt
> CC(NC(=O)COC(=O)c1ccc2ccccc2n1)C1CC2CCC1C2 (stereo unspecified)
 : 6.0% | 2.9
> Cn1cc(CC(=O)NC2CCCCC2)c2ccccc21
 : 5.3% | 1.2
> COc1cc(/C=N/NC(=S)Nc2cccc(S(=O)(=O)N(C)C)c2)cc(OC)c1O
 : -1.8% | 17.9
> Cn1nnc2cc(C(=O)NCc3ccc4c(c3)OCO4)ccc21
 : -2.5% | nt
> O=S(=O)(c1ccc(F)c2ccccc12)N1CCCCC1
 : -3.6% | 3.9
> CCOC(=O)c1c(NC(=O)Cn2c(=O)oc3ccccc32)oc(C)c1C(C)=O
 : -1.4% | -7.0
> COc1ccc(OCC(=O)OCCN(C)C)cc1
 : -0.2% | 12.8
> O=C(CNC(=O)c1ccc(Cl)cc1Cl)OCC(=O)c1ccc2c(c1)OCCO2
 : -0.3% | -0.2
> O=C(O)Cn1cc(C(=S)N2CCCCC2)c2ccccc21
 : 0.6% | 8.8
> CCOc1ccc(S(=O)(=O)N2CCN(C(=S)NCc3ccccc3)CC2)cc1
 : 5.1% | 4.3
> C=CCOc1c(Cl)cc(CNc2ccc(C)c(Cl)c2)cc1OC
 : 2.4% | 1.4
> CC(C)(C)OC(=O)NNC(=O)c1ccc(Cl)cc1
 : 0.9% | nt
> O=C1C(=O)N(CCOCCO)C(c2ccccn2)/C1=C(\O)c1ccccc1 (stereo unspecified)
 : 2.7% | nt
> O=C(CCC1CCCN(C(=O)c2ccncc2)C1)NCc1ccc(F)c(F)c1 (stereo unspecified)
 : 1.9% | nt
> CCOC(=O)CC1=C(C(=O)OCC)C(c2ccncc2)C(C#N)=C(N)O1 (stereo unspecified)
 : 8.2% | nt
> COc1cccc(NC(=O)NC2CCCCC2C)c1 (stereo unspecified)
 : -1.2% | nt
> Nc1nc2c(c(=O)[nH]1)C(c1ccccc1)C1=C(N2)c2ccccc2C1=O (stereo unspecified)
 : 1.1% | nt
> O=C(O)CC(NC(=O)c1ccncc1)c1ccccc1 (stereo unspecified)
 : 4.4% | -8.6
> O=C(COC(=O)CC1CC2CCC1C2)Nc1cccc(S(=O)(=O)NC2=NCCCCC2)c1 (stereo unspecified)
 : 3.2% | -9.5
> COc1ccccc1C(=O)NC(CCSC)C(=O)OCC(=O)NC(=O)NCc1ccco1 (stereo unspecified)
 : 3.1% | 17.8
> COc1cc(C=O)cc(Br)c1OCC(N)=O
 : -0.9% | nt
> CCOc1ccc2nc(NC(=O)CN3CCC(n4nnc5cc(C(F)(F)F)ccc54)CC3)sc2c1
 : 6.3% | -5.0
> O=C(/C(=C/c1ccccc1)c1ccccc1)N1CCCCC1
 : -2.3% | nt
> CC(NO)C(C)(C)NO (stereo unspecified)
 : 2.5% | nt
> O=C(CSc1nc(-c2ccccc2)nc2ccccc12)Nc1cccc(C(=O)O)c1
 : 3.0% | -5.2
> COc1cccc(C(=O)Nc2cc(C)c3c(=O)oc4ccccc4c3n2)c1
 : 3.1% | nt
> CC(=O)C1=C(S(=O)(=O)c2ccc(C)cc2)CS(=O)(=O)C1
 : 1.6% | 9.0
> C/C(O)=C(/C=NCC(=O)O)C(=O)Nc1nccs1
 : -4.5% | -11.0
> O=C(NC(C(=O)O)c1ccccc1)c1ccccc1 (stereo unspecified)
 : 1.7% | -5.0
> CS(=O)(=O)N1CCN(c2c(Cl)cccc2[N+](=O)[O-])CC1
 : -4.9% | nt
> Cn1ccnc1SCC(=O)c1cccc(Br)c1
 : 0.2% | 7.6
> CC(=O)COc1ccc2c3c(c(=O)oc2c1)CCCC3
 : 3.9% | nt
> CC(NC(=O)CSc1nc2ccc(N)cc2s1)c1ccccc1 (stereo unspecified)
 : -3.2% | 6.8
> Cc1ccccc1NC(=O)c1ccc(F)c(S(=O)(=O)N2CCN(c3ccccn3)CC2)c1
 : 6.6% | -11.7
> Cn1c(SCc2ccc(F)cc2)nnc1-c1cnccn1
 : 2.4% | nt

Next section:
Every second line gives: GlmU inhibition | Mtb RmlCD inh
> CCCCCC(=O)OCCc1c(C)nc2nc[nH]n2c1=O
 : -0.4% | nt
> Cc1ccc(S(=O)(=O)CC(=O)Nc2c(C)n(C)n(-c3ccccc3)c2=O)cc1
 : -2.4% | 7.1
> Cn1c(=O)cc(SCC(=O)N2CCCC2)c2ccc(Cl)cc21
 : -4.5% | 6.8
> CCN1CCN(C(=S)NCCc2ccccc2)CC1
 : -1.0% | -9.7
> CC(=O)c1cccc(NC2c3ccccc3C(=O)N2Cc2ccco2)c1 (stereo unspecified)
 : 6.8% | -6.8
> O=C(Oc1ccc(-c2csnn2)cc1)C1CC1
 : 1.9% | nt
> C[C@H](CCC(=O)O)[C@H]1CC[C@H]2[C@@H]3C(=O)C[C@@H]4CC(=O)CC[C@]4(C)[C@H]3CC(=O)[C@]12C
 : 2.3% | nt
> C=CCn1c(O)c(C(C)=NCC2CCCO2)c(=O)[nH]c1=O (stereo unspecified)
 : -2.4% | 10.9
> O=S(=O)(Nc1nccs1)c1ccc(Cl)cc1
 : -4.7% | 12.7
> CCOC(=O)N1CCN(C(=O)CN(c2ccccc2OC)S(=O)(=O)c2ccc(OC)cc2)CC1
 : 2.5% | -5.0
> COc1cc(CN2CCN(c3cccc(C)c3C)CC2)cc([N+](=O)[O-])c1O
 : -3.5% | -2.1
> Cc1ccc(S(=O)(=O)NCC(=O)OCC(=O)c2cc(C)n(-c3ccccc3)c2C)cc1
 : -4.2% | 7.6
> N/C(=N\N=C\c1cccc(O)c1)c1nonc1N
 : -2.2% | -2.6
> O=C(COc1ccccc1)NNc1c2ccccc2nc2ccccc12
 : -1.7% | nt
> CNC(=O)c1nn(-c2ccccc2)ccc1=O
 : 3.5% | -7.7
> Cc1ccc(-n2c(Cn3c(C)nc4ccccc43)n[nH]c2=S)cc1
 : -3.1% | -10.1
> NS(=O)(=O)c1ccc(CNC(=S)NCc2ccc(Cl)cc2)cc1
 : -0.3% | -35.1
> CC(=O)c1sc(C(C)(C)C)cc1NC(=O)c1ccccc1C(=O)O
 : 31.6% | 1.7
> CCOC(=O)c1ccc(NS(C)(=O)=O)cc1
 : 0.6% | 19.2
> NC(=O)COC(=O)CNC(=O)c1cc(Cl)cc([N+](=O)[O-])c1
 : 36.1% | -5.2
> CCC(N=c1cc(-c2ccc(OC)c(OC)c2)oc2ccc(C)cc12)C(=O)O (stereo unspecified)
 : 0.5% | -2.6
> O=C(C1=C[C@@H](C2CC2)C[C@@H](OCc2ccc(CO)cc2)O1)N1CCN(Cc2ccc3c(c2)OCO3)CC1
 : -2.8% | nt
> CCC(C)(C(=O)NC1CCCCC1)N(C(=O)Cc1cccs1)c1ccccc1 (stereo unspecified)
 : -0.4% | 4.0
> CN(C1CCCC1)C1CCN(C(=O)CNC(=O)/C=C/c2ccccc2)CC1
 : 4.2% | -1.8
> Cc1c(NC(=O)c2cccc(S(=O)(=O)N3CCOCC3)c2)c(=O)n(-c2ccccc2)n1C
 : 2.8% | nt
> CCOC(=O)[C@@]1(C#N)C(c2ccc(Cl)c(Cl)c2)[C@H](C(N)=O)N2C=C(C(C)=O)C=C[C@H]21 (stereo partly specified)
 : 0.1% | -8.0
> CC(=O)NCN1CCN(CNC(C)=O)CC1
 : 2.7% | nt
> CCOC(=O)c1c(C)[nH]c(C(=O)CN2C(=O)NC(CC)(c3ccccc3)C2=O)c1C (stereo unspecified)
 : -4.1% | nt
> Cc1cc(C)c(S(=O)(=O)N2CCOC2CNC(=O)C(=O)NCc2ccco2)c(C)c1 (stereo unspecified)
 : -1.1% | nt
> N#CC1(c2ccccc2)CCC(=NO)CC1 (stereo unspecified)
 : 1.1% | -5.3
> COc1ccc(OC)c(N2C(=O)[C@@H]3C(c4ccccc4Cl)=NO[C@@H]3C2=O)c1
 : 1.8% | nt
> CC(=O)c1cccc(NC(=O)C2CCN(S(=O)(=O)c3cccs3)CC2)c1
 : nt | 5.8
> CC1CN/C(=C\C(=O)c2ccc(Cl)cc2)C(=O)N1 (stereo unspecified)
 : 0.6% | nt
> CCC(C)(C)NC(=O)CCCSc1nc2ccccc2[nH]1
 : -1.1% | 4.5
> Cc1ccc(C(=O)C[n+]2cccc(C(N)=O)c2)cc1
 : -0.1% | 7.2
> CO/N=C/c1ccc(N2CCN(C(=O)c3ccc(C)cc3)CC2)c([N+](=O)[O-])c1
 : -0.2% | nt
> S=C(N/N=C/c1ccccc1)N1CCOCC1
 : -4.5% | 8.7
> O=C(CC(c1ccccc1)c1ccccc1O)NCCN1CCOCC1 (stereo unspecified)
 : 8.7% | 6.9
> CCOc1ccc(CCNC(=O)c2cc3sc(Cl)cc3n2C)cc1OCC
 : 0.1% | -5.7
> CC12CCC(=O)N1C(C(=O)OCC(=O)Nc1ccc(Cl)c(Cl)c1)CS2 (stereo unspecified)
 : -3.2% | -4.3

Brought forward from above: three entries, followed by the next part.
Every second line gives: GlmU inhibition | Mtb RmlCD inh
> O=C(CC(c1ccccc1)c1ccccc1O)NCCN1CCOCC1 (stereo unspecified)
 : 8.7% | 6.9
> CCOc1ccc(CCNC(=O)c2cc3sc(Cl)cc3n2C)cc1OCC
 : 0.1% | -5.7
> CC12CCC(=O)N1C(C(=O)OCC(=O)Nc1ccc(Cl)c(Cl)c1)CS2 (stereo unspecified)
 : -3.2% | -4.3
> O=C(NNC(=O)c1c(F)cccc1F)c1ccccc1-n1cccc1
 : -2.8% | 2.6
> Cc1ccc(Sc2nc(C)cc(C)c2S(C)(=O)=O)cc1
 : 5.2% | nt
> Cc1nc(CSc2nsc(/C=C/N(C)C)c2C#N)cs1
 : nt | 3.8
> O=C(CN1CCN(c2ccccc2O)CC1)NC(c1ccccc1)c1ccccc1
 : -9.2% | -7.8
> Cc1ccc(Nc2c([N+](=O)[O-])c(=O)n(C)c3ccccc23)cc1C
 : -0.9% | 8.4
> COc1cc(OC)c(Cl)cc1N
 : 2.4% | 1.5
> CN1CCN(C(=O)CCN2C(=O)/C(=C/c3ccccc3Cl)SC2=S)CC1
 : -4.3% | -12.5
> CCC(=O)N/N=C(\C)CC(=O)Nc1ccc(F)cc1
 : 2.2% | -6.5
> Cc1occc1C(=O)Nc1ccc2c(c1)OCO2
 : -2.5% | 3.3
> COc1ccc(NC(=O)CCCC(=O)O)cc1Cl
 : 1.6% | -5.1
> O=[N+]([O-])c1nn(-c2ccccc2)[n+]([O-])c1N1CCN(c2ccccc2)CC1
 : 1.9% | 65.4
> Cc1cccc(-n2c(C)nc3cc(C(=O)NCc4ccc5c(c4)OCO5)ccc32)c1
 : -1.3% | -12.4
> Cc1cc(C)nc(Nc2ncc(O)n2-c2ccc(C)c(Cl)c2)n1
 : 2.1% | nt
> COc1ccc(CCN2C(=O)C3C4CC(C5C(C(=O)NN)=NOC45)C3C2=O)cc1OC (stereo unspecified)
 : -2.3% | -6.2
> Cc1ccc(S(=O)(=O)Nc2ccc(NC(=O)c3cccs3)cc2)cc1
 : 2.8% | -9.7
> OC(CNCCC1C=Nc2ccccc21)Cn1c2ccc(Cl)cc2c2cc(Cl)ccc21 (stereo unspecified)
 : -8.0% | 7.3
> O=C(OCC(=O)N1CCN(c2ccccc2)CC1)c1ccccn1
 : 3.4% | nt
> CC(=O)c1cccc(NC(=O)N2CCCC2C(=O)Nc2c(C)cccc2C)c1 (stereo unspecified)
 : 5.3% | nt
> CNC(=S)N(CCc1cccc(C)c1)Cc1cc2cc(OC)c(OC)cc2[nH]c1=O
 : 0.2% | nt

Only part of the results is shown, so the mix of outcomes need not match the whole.
